# Screens from PubChem BioAssay.
# MT1-MMP act inh: blockers of MT1-MMP proenzyme processing, primary screen, HT1080 RFP-PRO-GFP cells, GFP/RFP fluorescence; GFP/RFP ratio change, % at 20 µM; actives 0.061% (n = 360,000); Matrix metalloproteinase-14 (Homo sapiens), P50281; GFP/RFP ratio fluorescence, overnight; percent of plate control window, DMSO zero;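 active means GFP/RFP ratio change of at least 30% with cell ATP level not reduced by more than half and red fluorescence within 50% of control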; further: strong numbers were not always called active
#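 system = RFP-PRO-GFP reporter HT1080 cells | dosing = 20 µM single dose, 1% DMSO | timing = overnight cell settling, then overnight compound exposure, 37 °C, 5% CO2 | read-out basis = GFP/RFP fluorescence ratio | controls = DMSO and RFP-L50D-GFP cell wells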
# Rpn11 inh: Rpn11 (PSMD14) deubiquitinase inhibitors, primary screen, biochemical, fluorescence polarization, uHTS; 26S proteasome non-ATPase regulatory subunit 14 (Homo sapiens), O00487; human 26S proteasome, Ub4-pepOG fluorescence polarization; 20S core pre-blocked with epoxomicin; calls only at 20 µM; actives 0.59% (n = 360,000); AID 588493, 2011;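 active means inhibition at 20 µM, scaled to each plate's controls, above about 33%, limit read from the data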
# MLLE-PAM2 inh: inhibitors of PABP1 MLLE–PAM2 peptide binding, primary screen, biochemical, fluorescence polarization, FITC-PAM2, GST-MLLE; Polyadenylate-binding protein 1 (Homo sapiens), P11940; inhibition, % at 20 µM; actives 0.36% (n = 360,000); in the data active means inhibition above about 35%, passing the limit was not always enough;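 further: plate controls were DMSO wells with GST-MLLE for no effect and wells lacking GST-MLLE protein for full effect; some results filed as inactive read as strong as hits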
# Rin1-Abl PPI inh: inhibitors of Rin1-Abl protein binding, primary screen, biochemical, TR-FRET | Tyrosine-protein kinase ABL1 (Homo sapiens) + Ras and Rab interactor 1 (Homo sapiens), … | inhibition, % at 7.35 µM | actives 0.4% (n = 360,000) | AID 588664, 2011; in the data active means inhibition above about 5%, passing the limit was not always enough
# CSN deneddyl inh: inhibitors of CSN-mediated cullin deneddylation, primary screen, biochemical, fluorescence polarization, uHTS | COP9 signalosome complex subunit 5 (Homo sapiens), Q92905 | inhibition, % at 12.5 µM | Purified CSN, SCF-Nedd8-OG deneddylation | actives 0.38% (n = 360,000) | AID 651999, 2013;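 active means pattern-corrected inhibition above about 35%, with an unprinted fluorescence ratio check between 0.5 and 1.5, limit read from the data, passing the limit was not always enough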;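 further: 0% = enzyme with substrate and 100% = substrate without enzyme; some results filed as inactive read as strong as hits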
#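 Schedule: reaction 90 min, room temperature / Assay system: HEK293T-derived human Csn5 enzyme / Input: Csn5 at 0.24 nM final / Measure: inhibition of Csn5 cleavage, % / Control set: substrate-only high control, full reaction low control / Technique: fluorescence polarization of the substrate / Buffer or medium: Tris/NaCl/DTT buffer, pH 7.5 / Reagent: SCFSkp2-Nedd8OG substrate at 10 nM final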
# SKN-1 block: suppressors of acrylamide-induced Pgst-4::GFP reporter in worms, primary screen, SKN-1 inhibitor project, whole organism, uHTS, GFP/RFP fluorescence ratio, strain VP596. C. elegans VP596 Pgst-4::GFP/RFP ratio, 24 h. inhibition, % at 21.8 µM. actives 0.49% (n = 360,000);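 active means interference check ratio from 0.5 to 1.5 plus GFP to RFP signal ratio inhibition reaching or exceeding a fixed threshold, cut at about 30% in these data, passing the limit was not always enough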; further: some compounds called inactive have numbers as strong as hits
# NadD inh: inhibitors of S. aureus NadD, primary screen, biochemical, colorimetric, uHTS; Nicotinate-nucleotide adenylyltransferase NadD (Staphylococcus aureus N315); purified NadD enzyme, colorimetric absorbance read-out; inhibition, % at 20 µM; actives 0.78% (n = 360,000); AID 602399, 2012; in the data active means inhibition above about 26%; further: some compounds past the cut are filed as inactive
# Neddyl block: inhibitors of cullin neddylation, primary screen, biochemical, TR-FRET, uHTS, NAE and Ubc12 | NEDD8-conjugating enzyme Ubc12 (Homo sapiens) + NEDD8-activating enzyme E1 regulatory … | actives 0.58% (n = 360,000) | AID 651699, 2012 | calls only at 25 µM; in the data active means inhibition above about 36%
# FAS TE block: FAS thioesterase domain inhibitors, primary screen, biochemical, fluorescence intensity, uHTS; actives 0.67% (n = 360,000); recombinant FAS-TE, OMFH fluorogenic substrate, fluorescence endpoint; Fatty acid synthase (Homo sapiens), P49327; inhibition, % at 15 µM;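 active means compounds whose normalised, plate-corrected inhibition of enzyme fluorescence in the single-dose primary screen is 50% or more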;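 further: 0% = DMSO with enzyme and 100% = substrate without enzyme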
# * = called active by the depositor; i = inactive; . = no result given; + = active, no number.
SMILES,MT1-MMP act inh,Rpn11 inh,MLLE-PAM2 inh,Rin1-Abl PPI inh,CSN deneddyl inh,SKN-1 block,NadD inh,Neddyl block,FAS TE block
CS(=O)(=O)c1ccccc1C(=O)Nc1ccc(-c2nc3ccccc3[nH]2)cc1,1,i,7,-4,-1,-7,-4,i,-4
CCc1ccc(CNC(=O)CCc2nc(-c3cccs3)no2)cc1,-1,i,5,6,91*,-13,-7,i,9
CC1(C(=O)N/N=C/c2c(F)c(F)c(F)c(F)c2F)CC1(Cl)Cl (configuration not stated),1,i,-38,-2,-4,17,-5,i,8
CCCn1c(=O)c(C(=O)NC(C)c2ccccc2)c(O)c2ccccc21 (configuration not stated),5,i,-6,2,-3,-11,-6,i,17
Cc1cc(Nc2ncc(Cl)cc2Cl)n(-c2ccccc2)n1,-7,i,3,2,1,12,-2,i,3
CCc1cc(C(=O)N2CCOCC2)c(NC2=NS(=O)(=O)c3ccccc32)s1,2,i,-19,1,-2,5,2,i,-7
CCC(=O)Nc1ccc(C(=O)N/N=C/c2c(C)[nH]c3ccccc23)cc1,-2,i,-33,-3,-12,4,3,i,-2
CC(NC(=O)CN(C1CCCCC1)S(C)(=O)=O)c1ccccc1 (configuration not stated),8,i,8,-1,2,16,11,i,-8
COc1cccc(CNC(=O)[C@@H]2CCCN2C(=O)[C@H]2CCCCN2C(=O)c2cccs2)c1,4,.,.,.,-1,5,2,i,-7
CC(=O)NCCOC(=O)Nc1ccncc1,-1,i,1,-2,-1,9,-2,i,-5
CN1CCN(CCNC(=O)c2ccc3nc(-c4ccc(F)cc4)c(-c4ccc(F)cc4)nc3c2)CC1,4,i,-2,-2,2,16,-10,+,-1
O=C(c1ccccc1CCc1ccccc1)N1CCN(c2ccccn2)CC1,-6,i,-11,3,-5,-4,-1,i,6
Nc1ncnc2c1ncn2[C@@H]1O[C@H](COS(=O)(=O)O)[C@@H](O)[C@H]1O,-3,i,-3,1,-4,12,-2,+,-11
Cc1c(C)c(C)c(S(=O)(=O)NCCC(=O)N2CCN(Cc3ccc(C#N)cc3)CC2)c(C)c1C,2,i,-4,7,0,1,1,i,13
CNC(=O)c1ccccc1NC(=O)C1CC(=O)N(C(C)C)C1 (configuration not stated),3,i,9,3,-4,-2,3,i,-4
CCCC(=O)Nc1ccc(C(=O)COC(=O)c2cc(C)oc2C)cc1,-1,i,16,3,2,7,-6,i,2
Cc1cc(NC(=O)CSc2c3c(nc4ccccc24)CCC3)no1,0,i,18,-1,5,-1,2,i,-4
CSc1ccc(NC(=O)CC(C)=O)cc1,-6,i,6,-4,-5,-1,2,i,-3
COC(=O)CNC(=O)C1CCN(S(=O)(=O)c2cnc[nH]2)CC1,0,i,-3,6,1,-1,-2,i,-2
CC1(C)OC(=O)C(=NNc2ccccc2C(=O)O)C(=O)O1,-3,i,7,-4,-3,-10,-6,i,-3
O=C(Cn1nc(-c2cccc(Cl)c2)ccc1=O)Nc1cccnc1,0,i,0,3,1,10,0,i,0
CN(CC(=O)Nc1ccccc1Cl)C(=O)Cn1cnc2ccccc2c1=O,-3,i,-23,-2,6,-2,0,i,-9
COC(=O)NNC(=O)C(c1ccccc1)c1ccccc1,-1,i,2,-1,-2,-5,-2,i,-5
CCOc1cc(C#N)c(NC(=O)Cn2nnc3ccccc32)cc1OCC,1,i,3,4,-3,7,9,i,-10
Cc1cc(C)n2c(SCC(=O)N(CC(C)C)c3c(N)n(CC(C)C)c(=O)[nH]c3=O)nnc2n1,-3,i,7,0,-2,-4,4,i,-3
COc1ccc(N=C2SC(C(N)=O)CC(=O)N2Cc2ccc3c(c2)OCO3)cc1 (configuration not stated),-3,i,12,2,-1,3,7,i,3
Cc1ncoc1C(=O)N1CCCC(N2CCN(c3cccc(C(F)(F)F)c3)CC2)C1 (configuration not stated),-1,i,7,-1,3,8,3,i,-4
CN(C)C(=O)c1cc([N+](=O)[O-])ccc1O,-1,i,8,1,0,2,2,i,-1
Cc1nn(-c2ccccc2)c(C)c1NC(=O)COc1ccc2ccccc2c1,-1,i,17,-8,-5,-6,-4,i,1
Cc1ccc(C)c(NC(=O)CN2C(=O)NC(C)(c3ccc4c(c3)OCCO4)C2=O)c1 (configuration not stated),0,i,-12,5,6,12,3,i,-4
Cc1nn(-c2ccccc2)c2sc(-c3n[nH]c(=S)o3)cc12,-2,i,0,-3,-3,-26,2,.,18
CNC(=O)C1(C)Cc2c(-c3ccc4c(c3)OCO4)ccnc2O1 (configuration not stated),2,i,-5,0,-1,5,4,.,-8
O=C(NNc1nc2cc3c(cc2s1)OCO3)c1ccccc1,2,i,-127,0,1,-1,3,i,-4
COc1cc(C(=O)N2CCN(c3cccc(C(F)(F)F)c3)CC2)ccc1OCC(=O)N1CCOCC1,5,i,-5,2,-3,-7,-3,i,-2
Cc1[nH]n(C(N)=S)c(=O)c1N=Nc1cccc([N+](=O)[O-])c1C,3,i,22,0,-2,-12,-4,i,0
Cc1ccc(-c2cc3c(N=O)c4ccccc4c-3n[nH]2)cc1,4,+,-7,-2,25,3,6,i,-35
COc1ccc(/C(N)=N/OC(=O)c2ccco2)cc1OC,0,i,2,2,-8,-1,-6,i,-6
Cc1c(Cl)cccc1N/C(=N/S(=O)(=O)c1cccs1)c1ccccc1,2,i,20,-1,2,3,-5,i,8
CCOC(=O)C1=C(COC(=O)Cc2ccc(OC)c(OC)c2)NC(=O)NC1C (configuration not stated),5,i,1,7,-2,3,3,i,-6
CCn1cnc2c1c(=O)n(Cc1cccc([N+](=O)[O-])c1)c(=O)n2Cc1ccccc1,-1,i,-9,-2,8,6,-5,i,21
Cc1cc(/C=N/NC(=O)C(O)(c2ccccc2)c2ccccc2)c(C)n1-c1ccccc1,-4,i,-14,-1,1,10,19,i,3
COc1ccc(CNC(=O)CN(C(=O)CCC(=O)Nc2ccccn2)c2cccc(C)c2C)cc1,-6,i,-6,1,-4,7,-4,i,-3
O=C(NCCCNC(=O)c1ccco1)c1ccc(F)cc1,0,i,-10,-1,-3,-3,-1,i,-5
Cc1cc(C)n(-c2nnc(C)n2NS(C)(=O)=O)n1,-2,i,14,-5,7,13,-5,i,-8
Cc1ccc(N2C(=O)C3C(C2=O)N2CCCN2C3c2ccccc2)cc1C (configuration not stated),0,i,0,-2,-6,13,-2,i,-1
Cn1c(=O)c2c(nc(SCc3ccc(F)cc3)n2C)n(C)c1=O,0,i,6,3,5,-6,5,i,4
CCCC(=O)OCC(=O)Nc1ccccc1C#N,-4,i,2,-3,-1,-7,-4,i,-2
C=CCN1C(=O)/C(=C/c2ccc(OC(C)=O)c(OCC)c2[N+](=O)[O-])SC1=S,-2,+,-112,1,35,11,3,i,75*
O=C(/C=C/c1cc(Br)ccc1O)c1ccco1,-17,i,-5,-1,9,-4,-6,i,-2
CCOC(=O)c1c(N)sc(C(N)=O)c1C,-3,i,37,-33,-2,11,0,i,-8
Cc1cccc(-n2nc(CC#N)c(C#N)c2N)c1,-3,i,-17,0,-8,6,-8,i,0
CN(CC(=O)N1CC=C(c2ccccc2)CC1)S(=O)(=O)c1cnc[nH]1,0,i,-5,2,0,-6,0,i,-10
Nc1nonc1-n1nnc(C(=O)N/N=C/c2ccc(Br)cc2)c1CSC1=NCCS1,1,i,5,1,-2,6,32*,i,16
O=C(COC(=O)Cc1ccc(Br)cc1)NC12CC3CC(CC(C3)C1)C2,7,i,6,2,5,-4,-3,i,31
CCNC(=O)C1(C)CCCN(Cc2noc(-c3c(C)noc3C)n2)C1 (configuration not stated),5,i,-8,-2,4,15,1,i,-5
COc1ccc(OCCC(=O)OCC(=O)Nc2cccc(Br)c2)cc1,4,i,-8,0,7,-1,-6,i,10
Cc1cc(NS(=O)(=O)c2ccc(NC(=O)CSc3nc4ncccc4[nH]3)cc2)nc(C)n1,-3,i,-14,-2,3,8,4,i,-5
CC1CCN(c2nc3ccc(C(=O)NCCCN4CCCCC4)cc3s2)CC1,0,i,-10,4,5,7,-1,i,0
O=C(O)c1occc1CSc1ccccc1,-2,i,7,1,7,-1,-2,i,-2
CCNc1ccc(Br)cc(C(=O)/C=C/c2ccc3c(c2)OCO3)c1=O,0,+,-57,3,47*,33,52*,i,-1

# Quoted at random: 3 records from the list
SMILES,MT1-MMP act inh,Rpn11 inh,MLLE-PAM2 inh,Rin1-Abl PPI inh,CSN deneddyl inh,SKN-1 block,NadD inh,Neddyl block,FAS TE block
CN(CC(=O)N1CC=C(c2ccccc2)CC1)S(=O)(=O)c1cnc[nH]1,0,i,-5,2,0,-6,0,i,-10
CCNc1ccc(Br)cc(C(=O)/C=C/c2ccc3c(c2)OCO3)c1=O,0,+,-57,3,47*,33,52*,i,-1
O=C(COC(=O)Cc1ccc(Br)cc1)NC12CC3CC(CC(C3)C1)C2,7,i,6,2,5,-4,-3,i,31

# (further entries)
SMILES,MT1-MMP act inh,Rpn11 inh,MLLE-PAM2 inh,Rin1-Abl PPI inh,CSN deneddyl inh,SKN-1 block,NadD inh,Neddyl block,FAS TE block
CN(Cc1ccco1)C(=O)CCc1nc2sc3c(c2c(=O)[nH]1)CCCC3,-6,i,-16,3,12,-8,0,i,0
CS(=O)(=O)NCCCCCCNS(C)(=O)=O,0,i,-10,0,-7,-2,6,i,-2
N#CCCCCN1CCCC1,-1,i,8,2,-1,0,-3,i,-5
CCCc1[nH]c(=O)c(C#N)c2c1COC(C)(C)C2,3,i,2,0,-1,1,-6,i,-7
COc1cc(NC(=O)Cn2cnc(S(=O)(=O)N3CCc4ccccc43)c2)cc(OC)c1OC,3,i,7,1,0,3,-2,i,-4
COc1ccc(CN2C(=NC(=O)C3CCCO3)SC3CS(=O)(=O)CC32)cc1 (configuration not stated),-3,i,5,0,-4,-2,3,i,1
COc1ccc2cc(CCNC(=O)c3ccc4c(c3)OCO4)c(=O)[nH]c2c1,2,i,0,1,3,6,4,i,-2
CN=C1SC(CC(=O)Nc2ccccc2F)C(=O)N1C (configuration not stated),2,i,1,-1,0,-1,-1,i,3
COC(=O)C1=C(COc2ccc(C=O)cc2OC)NC(=O)NC1c1cc(C)ccc1C (configuration not stated),2,i,-5,-2,3,9,5,i,3
COc1ccccc1CCC(=O)Nc1nc2ccccc2[nH]1,-6,i,11,-2,1,17,5,i,4
CC/C(=C(\c1ccc(O)cc1)c1ccc(OCCN(C)C)cc1)c1ccccc1,-4,i,0,-3,-6,24,1,i,16
